# JMJD2C inh = inhibitors of human GASC-1 (JMJD2C) demethylase. GST-JMJD2C(1-420) H3K9me3 demethylation, DELFIA europium. inhibition, % at 2.35 µM. 0.069% of 330,000 active;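 active means more than half of a compound's replicate wells show inhibition beyond 50%, single wells judged on their own value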;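 further: signal counts dimethyl H3K9 product captured on neutravidin plate; 0% = median of DMSO wells and 100% = 0.3 times that DMSO median; strong numbers were not always called active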
# CTSL1 counter = blocks F. hepatica cathepsin L1 in PFM18AAP counter-screen. recombinant F. hepatica cathepsin L1, Z-Leu-Arg-MCA fluorescence. inhibition, % at 5.96 µM. 0.49% of 300,000 active. AID 1906;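 active means inhibition above the mean of all tested compounds plus 3 SD, set per screening campaign, cut at about 17% in these data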;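 further: 0% = plate median of test compound wells and 100% = 1 µM Z-Phe-Ala-diazomethylketone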
# HCV core dimer = HCV core protein dimerization inhibition; AID 1899; 0.33% of 300,000 active; inhibition, % at 5 µM; TR-FRET GST/Flag-core106 dimerization, 1536-well;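 active means inhibition above the mean of all tested compounds plus 3 SD, set per screening campaign, cut at about 45% in these data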
#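 Material: GST/Flag-tagged HCV core106 proteins. Incubation: 4 h, 22.5 °C incubation. Read-out basis: inhibition (%) from 671 over 617 nm ratio. Measured by: TR-FRET, excitation 340 nm, emission 617 and 671 nm.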
# VLA-4 inh = inhibition in a human VLA-4 binding assay; VLA-4 expressing cells, ligand binding flow cytometry; inhibition, % (about 7 µM as worked out from the volumes in the protocol); P13612; AID 2557; 0.2% of 330,000 active; in the data active means inhibition above about 50%
# proCasp7 act = counter-screen for procaspase-3 activators: activators of human procaspase-7; recombinant procaspase-7, Ac-DEVD-pNA absorbance 405 nm; D23A/D198A/D206A triple mutant, cannot self-cleave; scale: DMSO 0, 5 µM enzyme 100; 0.093% of 330,000 active; activation, % at 8.5 µM;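 active means percent activation above the screen-wide mean plus 3 SD, cut at about 25% in these data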
# Target sequence (P55210 whole entry D23A/D198A/D206A): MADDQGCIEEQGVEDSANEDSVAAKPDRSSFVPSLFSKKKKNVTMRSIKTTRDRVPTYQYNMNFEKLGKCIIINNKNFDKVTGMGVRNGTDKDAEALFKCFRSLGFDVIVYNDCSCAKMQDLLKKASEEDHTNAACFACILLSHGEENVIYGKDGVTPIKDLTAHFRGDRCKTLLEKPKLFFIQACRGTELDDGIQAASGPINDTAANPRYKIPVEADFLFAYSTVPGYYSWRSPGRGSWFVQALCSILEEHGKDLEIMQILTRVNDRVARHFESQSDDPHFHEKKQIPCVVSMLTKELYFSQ
#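 System: Uncleavable procaspase-7 mutant enzyme; Amount: 2 µM procaspase-7 mutant as dispensed; Schedule: 1 h compound preincubation, 2 h substrate cleavage, 25 °C; Measured by: 405 nm absorbance of p-nitroaniline; Evaluation: percent activation from buffer-corrected 0–120 min absorbance change; Control set: low DMSO alone, high DMSO plus 5 µM PC-7.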
# PP1 counter = blocks human PP1-alpha phosphatase, a PP5 counter-screen; P62136; purified PP1alpha, OMFP fluorescence; inhibition, % at 6.7 µM; 0.9% of 320,000 active;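 active means inhibition above the mean inhibition of all tested compounds plus 3 SD, computed separately for each screening campaign, cut at about 15% in these data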
# PP5 primary = blocks human protein phosphatase 5 activity; purified PP5c, OMFP substrate fluorescence; AID 1987; 0.18% of 320,000 active; inhibition, % at 6.7 µM;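 active means inhibition above the campaign's mean inhibition across all tested compounds plus 3 SD, cut at about 9.5% in these data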;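 further: 0% = DMSO only and 100% = 100 µM cantharidin control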
# Target sequence (P53041 whole entry, looked up): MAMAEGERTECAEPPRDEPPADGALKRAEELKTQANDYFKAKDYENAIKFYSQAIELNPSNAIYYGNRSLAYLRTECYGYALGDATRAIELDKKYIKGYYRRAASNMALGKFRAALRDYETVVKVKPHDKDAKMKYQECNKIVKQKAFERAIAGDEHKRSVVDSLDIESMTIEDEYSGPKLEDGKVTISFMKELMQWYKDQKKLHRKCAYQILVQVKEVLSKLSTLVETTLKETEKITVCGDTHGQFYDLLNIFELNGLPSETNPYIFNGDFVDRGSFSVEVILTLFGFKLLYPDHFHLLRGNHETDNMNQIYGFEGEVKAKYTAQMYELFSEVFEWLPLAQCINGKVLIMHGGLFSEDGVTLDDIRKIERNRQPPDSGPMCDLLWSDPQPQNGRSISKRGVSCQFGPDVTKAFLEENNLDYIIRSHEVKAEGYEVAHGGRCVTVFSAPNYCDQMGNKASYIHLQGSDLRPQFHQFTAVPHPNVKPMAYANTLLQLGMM
# GRK2 aptamer HTS = blocks RNA aptamer binding to human GRK2 | 0.59% of 330,000 active | bead flow cytometry, FAM-aptamer displacement from GRK2 | inhibition of aptamer binding, % at 10 µM;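 active means inhibition of aptamer binding above 40%, roughly 3 SD of noise, on plates passing a quality check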;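 further: median bead fluorescence of bound FAM aptamer so fluorescent compounds give negative values; no value below 0 was filed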
# proCasp3 act = activates human procaspase-3; P42574; recombinant procaspase-3 D3A, Ac-DEVD-pNA absorbance 405 nm; activation, % at 8.5 µM; 0.11% of 330,000 active;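 active means activation above the mean of all tested compounds plus 3 SD, cut at about 21% in these data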;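 further: 0% = DMSO alone and 100% = DMSO wells spiked with extra 5 µM PC-3 D3A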
# Target sequence (P42574 whole entry D9A/D28A/D175A): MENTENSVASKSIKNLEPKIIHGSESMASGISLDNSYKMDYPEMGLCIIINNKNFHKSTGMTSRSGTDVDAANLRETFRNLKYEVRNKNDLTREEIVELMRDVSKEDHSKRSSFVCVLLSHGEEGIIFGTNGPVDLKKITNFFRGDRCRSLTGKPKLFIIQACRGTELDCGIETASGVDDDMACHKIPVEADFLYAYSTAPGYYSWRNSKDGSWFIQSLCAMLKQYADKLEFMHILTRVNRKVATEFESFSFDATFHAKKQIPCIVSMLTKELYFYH
#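 material = Procaspase-3 D3A mutant | probe or stimulus = Ac-DEVD-pNA | compound = single dose, 8.5 µM nominal compound, 0.8% DMSO | timing = 1 h preincubation, 2 h reaction | measured by = 405 nm absorbance of p-nitroaniline, reads at 0 and 120 min | benchmarks = DMSO-only low control, 5 µM PC-3 D3A high control | repeats = singlicate, each compound tested once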
# * = called active by the depositor; · = no result given; & = joins results of further samples. Random draw from the library; about 2.6% have a hit in one of these screens.
SMILES,JMJD2C inh,CTSL1 counter,HCV core dimer,VLA-4 inh,proCasp7 act,PP1 counter,PP5 primary,GRK2 aptamer HTS,proCasp3 act
CCc1sc(C(=O)Nc2cccnc2)cc1Br,-7.3,1.1,5.0,-7.2,4.8,0.1,3.6,2.0,5.8
CCC(=O)N1CCc2cc(-c3csc(NC(=O)c4ccco4)n3)ccc21,-7.3,2.6,-4.5,-7.3,1.0,2.3,0.4,0.0,-7.7
CCC(C)c1ccc(NS(=O)(=O)c2c(C)[nH]c(=O)[nH]c2=O)cc1 (centres undefined),8.5,2.5,4.2,18.2,-6.6,8.0,-0.9,6.0,0.5
CCOC(=O)c1cnc2cc(-c3ccc(Br)cc3)nn2c1C,3.0,-2.0,-6.8,1.7,5.3,-4.4,0.8,3.0,6.7
CCOC(=O)N1CCN(C(=O)COc2ccc3c(c2)C(=O)CC2(CCN(C(C)=O)CC2)O3)CC1,12.9&-2.3,3.1,2.8,-1.8,-4.6,0.0,3.7,2.0,4.0
O=[N+]([O-])c1cc([N+](=O)[O-])c(Oc2c(F)cccc2F)cc1NN1CCCCC1,2.1,3.0,13.5,6.6,-1.4,-0.6,0.9,3.0,10.8
O=C(CCCN1C(=O)c2ccccc2C1=O)N1CCc2ccccc2C1,3.2,-0.8,1.1,-3.0,5.7,2.1,-0.9,0.0,2.1
CC(=O)c1cccc(NC(=O)CN2CCN(S(=O)(=O)/C=C/c3ccccc3)CC2)c1,-0.9,·,·,5.9,4.6,-0.8,-1.1,4.0,5.6
COc1cccc(NS(=O)(=O)CC23CCC(CC2=O)C3(C)C)c1 (centres undefined),0.8,-2.1,-8.4,5.0,5.8,-2.2,1.5,0.0,3.2
N/C(=N\OC(=O)c1ccc(Cl)cc1Cl)c1ccccc1,10.1,-6.0,-1.4,-5.5,-9.5,0.9,0.5,15.0,-9.8
Cc1ccc(S(=O)(=O)NCCC(=O)Nc2ccc(Cl)c(Cl)c2)cc1C,-1.9,-0.7,-4.5,-15.1,-2.0,7.1,5.2,2.0,1.1
COc1ccc(/C=N/NC(=O)c2ccc(Br)cc2)cc1CN1CCOCC1,19.7,-1.6,1.9,-0.4,0.5,-4.9,1.0,0.0,-7.5

# Four compounds from above with just HCV core dimer, JMJD2C inh and proCasp7 act:
SMILES | HCV core dimer | JMJD2C inh | proCasp7 act
CCC(C)c1ccc(NS(=O)(=O)c2c(C)[nH]c(=O)[nH]c2=O)cc1 (centres undefined) | 4.2 | 8.5 | -6.6
CCOC(=O)c1cnc2cc(-c3ccc(Br)cc3)nn2c1C | -6.8 | 3.0 | 5.3
CCOC(=O)N1CCN(C(=O)COc2ccc3c(c2)C(=O)CC2(CCN(C(C)=O)CC2)O3)CC1 | 2.8 | 12.9&-2.3 | -4.6
O=[N+]([O-])c1cc([N+](=O)[O-])c(Oc2c(F)cccc2F)cc1NN1CCCCC1 | 13.5 | 2.1 | -1.4

# (continued)
SMILES,JMJD2C inh,CTSL1 counter,HCV core dimer,VLA-4 inh,proCasp7 act,PP1 counter,PP5 primary,GRK2 aptamer HTS,proCasp3 act
Cc1ccc(Nc2nc3ccccc3[nH]2)nc1,-7.6,-0.1,-6.9,4.7,13.3,3.7,2.9,0.0,3.2
CC(C)n1c(O)c(N=Nc2ccc(Cl)c(C(=O)O)c2)c2ccccc21,-1.1,-1.0,-1.1,-0.4,-5.3,1.0,-1.6,0.0,-12.9
Cc1ccc(-c2nnc(Nc3ccc(CC(N)=O)cc3)c3ccccc23)cc1S(=O)(=O)NCC1CCCO1 (centres undefined),-5.0,0.6,2.3,3.1,-1.1,-5.3,0.5,1.0,-3.6
CCN(CC)c1ccc(NC(=O)c2ccccc2Br)cc1S(=O)(=O)Nc1ccccc1OC,-4.1,-0.6,22.6,-5.1,-26.7,2.6,0.5,3.0,-19.6
COc1ccc(/C=C(\C#N)C(=O)OCC(=O)Nc2c(C)cccc2C(C)C)cc1,-44.1,-3.4,3.5,18.8,9.3,0.2,1.9,0.0,-6.4
COc1ccc2c(c1)-c1c(ssc1=S)C(C)(C)N2S(=O)(=O)c1ccc(C)cc1,1.3,0.7,5.5,1.0,0.0,-2.8,-0.8,0.0,1.1
Cc1ccc(N2C(=O)c3n[nH]c(C)c3C2c2ccccn2)cc1 (centres undefined),-6.1,-0.2,-2.8,11.8,6.5,-4.0,0.8,1.0,-2.5
CC1O[C@@H](OC2C(COC3OC(CO)C(O)[C@H](O)C3O)OC(OC3CC[C@]4(C)C(CC[C@@]5(C)[C@@H]4CC=C4[C@@H]6CC(C)(C)CC[C@]6(CO)C(O)C[C@]45C)C3(C)C)C(O)C2O)C(O)C(O)C1O (some centres undefined),10.6,·,·,10.9,5.3,·,·,0.0,5.5
COC(=O)c1sccc1NC(=O)C1CC2CCC1C2 (centres undefined),-20.1,2.9,2.2,12.8,-1.8,-3.6,3.2,1.0,2.7
CC(C)C[C@@H](COc1ccccc1)N1CCN(C)CCC1=O,-0.2,-2.8,-0.3,18.8,4.9,-1.7,1.3,0.0,8.5
CC1CC(C)CN(C(=O)COC(=O)COc2ccc(C#N)cc2)C1 (centres undefined),-1.3,·,·,-9.9,-11.0,·,·,0.0,1.0
Cc1ccc(/C=C/C(=O)N2CCN(S(=O)(=O)c3c(C)c(C)cc(C)c3C)CC2)o1,4.1,43.0*,36.7,8.2,-13.7,2.0,1.7,0.0,-9.8
CC1Cc2nc(SCC(=O)NCc3ccccc3)n(Cc3ccccc3)c(=O)c2S1 (centres undefined),4.9,10.6,-2.9,-5.1,6.4,10.0,3.4,2.0,-9.6
COc1cc(CO)cc(-c2cc(CO)cc(OC)c2OC)c1OC,-38.3,-1.9,-1.9,-8.6,0.6,-1.8,0.9,0.0,7.8
COc1ccc(/C=C(\NC(=O)c2ccc(OC)c(OC)c2)C(=O)NCCc2c[nH]c3ccccc23)cc1,0.3,1.4,10.4,-30.4,1.7,0.9,0.3,0.0,0.5
C=CCn1c(-c2ccc(OC)cc2)csc1=Nc1c(C)n(C)n(-c2ccccc2)c1=O,0.4,0.9,5.2,3.1,-13.3,-0.6,-0.1,2.0,-3.9
COc1ccc(NC(=S)NCCc2ccc(S(N)(=O)=O)cc2)c(OC)c1,-3.3,-2.8,0.3,-3.6,3.3,-1.3,-2.1,0.0,-0.6
NC(=O)C1CCN(C(=O)CCC(=O)c2cccs2)CC1,5.2,·,·,7.5,5.1,·,·,0.0,8.3
CN(C)C(/C=C/Nc1ccc(C#N)cc1)=C(C#N)C#N,-3.4,7.8,-0.6,-21.8,5.1,2.2,3.4,0.0,-1.3
COc1cc(C2C(C#N)=C(N)Oc3c2oc(CO)cc3=O)cc(OC)c1OC (centres undefined),-1.2,0.7,-3.0,5.0,7.2,0.5,1.5,0.0,1.0
COc1ccc2[nH]c(C(=O)O)c(CCN3C(=O)c4ccc(C(=O)O)cc4C3=O)c2c1,4.3,7.3,-6.9,7.6,15.0,-1.8,-0.6,1.0,-0.4
O=C(NCc1cccnc1)C1CCCN(S(=O)(=O)c2ccc(Br)cc2)C1 (centres undefined),-14.5&-2.2,-1.0,2.4,4.4,8.9,3.0,3.1,2.0,-2.1
COc1ccc(CN2[C@@H](CC(=O)O)c3ccc(C(F)(F)F)cc3S2(=O)=O)cc1,-55.1,1.4,-4.2,12.5,6.1,5.2,0.5,13.0,0.0
CCCCOc1ccc(C(=O)N=c2sccn2C)cc1OC,-0.2,5.8,7.6,15.2,11.6,-1.1,-0.5,0.0,5.5
OCCNCCCCOc1ccc(F)cc1,-0.8,0.5,-6.4,-13.7,-2.3,0.1,-1.1,0.0,-2.3
O=C(c1ccc(Cl)c(Cl)c1)N1CCN(Cc2ccc3c(c2)OCO3)CC1,1.9,0.3,11.1,-1.6,15.2,1.5,4.5,0.0,6.7
Cc1ccc(C(=O)CCc2ccc(N)cc2)cc1,2.4,-2.3,11.8,5.3,9.8,-1.9,1.7,2.0,0.3
Cn1c(=O)c2ccccc2n(CC(=O)N2CCCc3ccccc32)c1=O,-5.6,-1.4,-12.7,14.3,-7.0,1.1,-7.0,7.0,-11.7
COc1ccc(OCCCC(=O)OCC(=O)c2ccc3c(c2)NC(=O)CO3)cc1,-1.8,-9.6,-8.7,1.7,0.2,1.0,-0.7,0.0,11.0
CCCSc1nc2ccsc2c(=O)n1CC,-5.3,1.2,5.4,9.6,4.4,-0.7,3.3,3.0,2.0
COc1ccccc1C(=O)N/N=C(\C)CC(=O)Nc1ccc(Nc2ccccc2)cc1,-7.2,0.3,-6.8,10.2,-6.5,-0.5,2.3,2.0,5.6
Nn1c(SCC(=O)N2CCCCC2)nnc1-c1ccncc1,0.5,-7.4,0.3,6.8,11.0,-3.4,3.2,0.0,-7.2
O=C(CN1CCCCC1)c1c[nH]c2ccccc12,3.5,-0.1,-1.8,2.7,1.1,-3.5,5.7,0.0,-12.6
COc1ccc(-n2cc(-c3ccccc3)[nH]c2=S)c(OC)c1,85.2,2.3,1.6,-14.5,-15.0,10.8,0.7,3.0,-10.7
CN(C(=O)CSc1nc2ccccc2c(=O)n1-c1ccc(F)cc1F)C1CCS(=O)(=O)C1 (centres undefined),4.6,·,·,-9.8,-11.9,·,·,3.0,-1.6
COc1ccc(-c2nc(CS(=O)CC(=O)N3CCOCC3)c(C)o2)cc1OC (centres undefined),8.7,-8.3,-1.3,5.9,-3.8,-0.3,2.8,0.0,1.1
O=C(CCCCCNC(=O)c1ccccc1)N/N=C/c1ccc(F)cc1,1.6,-6.8,-3.1,-0.6,0.3,0.6,1.5,6.0,-10.4
Cc1ccc(N(CC(=O)NCCSCc2ccco2)S(=O)(=O)c2ccc(F)cc2)cc1,0.0,1.2,0.0,17.2,-2.9,-0.9,2.7,1.0,5.8
CC1CCCCC1NC(=O)CN1CCC(O)(c2ccc3c(c2)OCO3)CC1 (centres undefined),-29.0,3.9,3.4,-1.9,3.8,0.3,-1.5,1.0,3.7
CC(C)(C)c1ccc(NC(=O)c2c(F)cccc2Cl)cc1,-3.7,-1.1,-5.4,19.0,-2.4,-0.8,6.4,0.0,3.2
Cc1noc(C)c1C(=O)OCC(=O)Nc1ncc(Cl)c(C)c1Cl,-0.8,·,·,1.9,8.2,·,·,12.0,6.1
CCOC(=O)c1nnc(-c2cccs2)nc1Oc1ccccc1C(=O)OC,71.0,-0.2,-1.8,15.0,4.2,-4.7,-1.7,0.0,-2.0
COc1ccc(CNC(=O)C2CC(=O)N(C3CCCCC3)C2)cc1 (centres undefined),-0.2,-1.1,0.3,-2.0,-0.3,-2.1,1.1,0.0,0.7
S=C(NCCC(c1ccccc1)c1ccccc1)Nc1ccc(Cl)cc1,5.1,-1.7,9.2,9.3,-7.7,5.5,3.3,1.0,2.1
COCCCNS(=O)(=O)c1ccc(C)cc1,-31.8,-2.7,0.6,2.7,12.3,-4.8,-0.9,0.0,1.9
Cc1cc(F)ccc1NC(=O)C1CSC2(C)CCC(=O)N12 (centres undefined),3.6,0.1,1.7,-2.7,3.6,-1.0,1.3,0.0,1.6
